# Compound activity deposited in PubChem BioAssay by Southern Research Specialized Biocontainment Screening Center.
# H37Rv inhibition: M. tuberculosis growth inhibition, HTS (AID 449762). M. tuberculosis H37Rv growth inhibition, 7H9 media; higher % means a stronger effect. one-dose inhibition, % at 25 µM; IC50 in µM for titrated hits. hit rate 0.59% among 330,000; in the data active means a potency from the dose series; inconclusive means inhibition above about 70% without an active follow-up result;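 further: bacterial growth assessed after seven days of incubation; strong numbers were not always called active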
# H1N1 NS1A inhibition: H1N1 influenza NS1A inhibitors, functional cell based assay (AID 504329). NS1A functional cell-based assay, percent inhibition; higher % means a stronger effect. one-dose inhibition, % at 12.5 µM; IC50 in µM for titrated hits. hit rate 0.3% among 340,000; in the data active means a potency from the dose series; inconclusive means inhibition above about 27% without an active follow-up result; further: strong numbers were not always called active
# VEEV TC-83 Vero: inhibitors of VEEV TC-83 cytopathic effect, confirmation, Vero cells (AID 588727); Vero cells, VEEV TC-83 cytopathic effect inhibition; higher % means a stronger effect; hit rate 0.13% among 350,000; one-dose inhibition, % at 20 µM; IC50 in µM for titrated hits; in the data active means a potency from the dose series; inconclusive means inhibition mostly from about 14% at the one dose, without a potency; inactive means the rest, 99 in 100 with inhibition below about 12%; further: strong numbers were not always called active
# tuberculosis growth: growth inhibition of non-replicating M. tuberculosis (AID 488890); one-dose inhibition, % at 25 µM; IC50 in µM for titrated hits; Mycobacterium tuberculosis non-replicating, growth inhibition; higher % means a stronger effect; hit rate 0.39% among 320,000; in the data active means a potency from the dose series; inconclusive means inhibition mostly from about 82% at the one dose, without a potency; inactive means the rest, 99 in 100 with inhibition below about 76%;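 further: plate controls were DMSO cells for no effect and high antibiotic wells for full effect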
# PhoP GFP inhibition: PhoP regulon inhibitors, Salmonella typhi PhoP promoter GFP reporter, confirmatory (AID 1850). Salmonella Typhi PhoP-promoter GFP reporter, fluorescence, 4 h; higher % means a stronger effect. one-dose inhibition, % at 50 µM; IC50 in µM for titrated hits. hit rate 0.33% among 310,000; in the data active means a potency from the dose series; inconclusive means inhibition mostly from about 25% at the one dose, without a potency; inactive means the rest, 99 in 100 with inhibition below about 19%;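 further: 0% = induced wells with vehicle and 100% = uninduced wells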
# VEEV TC-83 Vero 10K pilot screen: recorded beside VEEV TC-83 Vero, whose call it bears; inhibition, %; measured here: 10K pilot screen inhibition
# The depositor's hits bear a star; i = inactive; ? = inconclusive; . = not tested or not shown.
SMILES,H37Rv inhibition,H1N1 NS1A inhibition,VEEV TC-83 Vero,tuberculosis growth,PhoP GFP inhibition,others
O=S(=O)(NCC1CCCN(Cc2ccccc2)C1)c1cccc2cccnc12 (stereo unspecified),1.8%,-6.5%,1.2%,-7.1%,-11.1%,
O=C(N/N=C/c1ccccc1C(=O)O)c1cccc(S(=O)(=O)N2CCCCC2)c1,-17.0%,-10.1%,2.4%,10.6%,.,
Cn1c(N)c(C(=O)COC(=O)/C=C/c2ccc(Cl)cc2Cl)c(=O)n(C)c1=O,-4.7%,.,.,3.9%,.,
O=C1CCCc2c1[nH]c1ccc(Cl)cc21,-1.8%,7.4%,2.2%,-7.7%,-2.6%,
COc1ccccc1OCCn1c(SCC(N)=O)nc2ccccc21,6.6%,-0.2%,i,7.3%,-0.8%,
Cc1ccc(C(=O)c2ccccc2C(=O)OCC(=O)NCCc2ccc(Cl)cc2Cl)cc1,12.0%,-9.5%,1.4%,19.7%,-12.5%,
CN(Cc1ccccc1)c1c([N+](=O)[O-])c(=O)n(C)c2ccccc12,-3.0%,2.1%,5.0%,14.2%,6.1%,
COCCCn1c(C)csc1=Nc1cccnc1,-2.7%,-7.8%,1.8%,-19.0%,-4.0%,
COC(=O)Cn1ncc(N(C)Cc2ccccc2)c(Cl)c1=O,16.1%,1.0%,0.9%,-6.5%,-10.4%,
CC(C)(C)c1csc(NC(=O)CS(=O)(=O)c2ccccc2)n1,-3.3%,-7.7%,1.6%,10.5%,4.0%,
Fc1ccccc1CSc1ncnc2c1ncn2C1CCCCO1 (stereo unspecified),.,-0.4%,4.9%,.,.,
CCOC(=O)c1cnc2nc[nH]n2c1=O,0.7%,3.2%,0.4%,.,0.1%,
C=CCN1C(=O)CN=C1Nc1ccc(OC)cc1OC,-9.5%,0.8%,i,-0.6%,1.9%,
COc1ccc(CCN(C)CC(=O)Nc2cc(C)nc3ccccc23)cc1OC,5.5%,.,0.2%,-2.5%,-2.7%,
S=C(NCc1ccco1)N/N=C/c1ccccc1Cl,2.1%,-5.7%,3.9%,38.3%,-11.8%,
Cn1cc(/C=N/NC(=O)COc2ccccc2[N+](=O)[O-])c2ccccc21,0.2%,-2.8%,6.9%,3.2%,-3.6%,
COc1ccc(COC(=O)CN2C(=O)NC3(CC(C)CC(C)(C)C3)C2=O)cc1F (stereo unspecified),-1.1%,-1.4%,0.9%,.,.,
CC1(C)CC(=O)N(CC(=O)NC2CCCC2)c2ccccc2S1(=O)=O,-2.5%,-1.5%,i,-0.7%,-10.0%,
Cc1ccc(CN=c2c([N+](=O)[O-])nn(-c3ccc4c(c3)OCCO4)n2O)cc1,47.4%,20.8%,0.7%,60.4%,-10.0%,VEEV TC-83 Vero 10K pilot screen=1.8
Cc1ccc(/C=N/c2sc3c(c2C(N)=O)CCCC3)o1,0.0%,10.0%,1.6%,29.9%,-5.6%,
COc1ccc(-n2c(=O)c3ccccc3n(CC(=O)NCc3ccco3)c2=O)cc1,-5.7%,10.2%,0.6%,-2.9%,-8.8%,
O=C(CN(Cc1ccccc1)S(=O)(=O)c1ccc(Br)cc1)N/N=C/c1ccccc1C(=O)O,-4.9%,0.3%,3.7%,2.0%,6.7%,
CCOP(=O)(OCC)C(Nc1ccccn1)c1ccccc1 (stereo unspecified),6.6%,13.9%,i,-20.9%,-8.5%,
COc1ccc(Nc2cc(Nc3cc(OC)c(OC)c(OC)c3)ncn2)cc1,6.2%,4.7%,8.6%,3.7%,10.6%,
CCOc1ccc(CNC(=O)c2ccc(Sc3ccc(C)cc3)c(NC(C)=O)c2)cc1OC,1.3%,-3.3%,1.2%,11.2%,-5.4%,
Cc1cc(C(=O)CSc2nc(N)cc(=O)[nH]2)c(C)n1-c1ccc(OC(F)F)cc1,3.1%,2.7%,i,28.2%,2.0%,
COc1ccc(OC)c(C(=O)NC(CC(N)=O)c2ccc(N3CCCCCC3)c([N+](=O)[O-])c2)c1 (stereo unspecified),3.8%,1.2%,0.1%,-1.6%,-3.7%,VEEV TC-83 Vero 10K pilot screen=0.6
O=C(N/N=C/c1cccc(Cl)c1)C(c1ccncc1)N1CCOCC1 (stereo unspecified),-4.0%,-0.1%,1.6%,-10.8%,13.8%,
COC(=O)c1c(NC(=O)CCCC(=O)O)sc(C)c1C,-7.9%,-6.6%,3.1%,-13.7%,-31.6%,
COc1ccc(S(=O)(=O)N2CCN(C(=O)c3ccc4ccccc4n3)CC2)cc1,-11.7%,-19.1%,2.2%,-3.2%,.,

# Reprinted from the listing, 2 compounds:
SMILES,H37Rv inhibition,H1N1 NS1A inhibition,VEEV TC-83 Vero,tuberculosis growth,PhoP GFP inhibition,others
Cn1cc(/C=N/NC(=O)COc2ccccc2[N+](=O)[O-])c2ccccc21,0.2%,-2.8%,6.9%,3.2%,-3.6%,
COc1ccc(COC(=O)CN2C(=O)NC3(CC(C)CC(C)(C)C3)C2=O)cc1F (stereo unspecified),-1.1%,-1.4%,0.9%,.,.,

# Compounds listed so far that contain a halogen, in the order listed:
SMILES,H37Rv inhibition,H1N1 NS1A inhibition,VEEV TC-83 Vero,tuberculosis growth,PhoP GFP inhibition,others
Cn1c(N)c(C(=O)COC(=O)/C=C/c2ccc(Cl)cc2Cl)c(=O)n(C)c1=O,-4.7%,.,.,3.9%,.,
O=C1CCCc2c1[nH]c1ccc(Cl)cc21,-1.8%,7.4%,2.2%,-7.7%,-2.6%,
Cc1ccc(C(=O)c2ccccc2C(=O)OCC(=O)NCCc2ccc(Cl)cc2Cl)cc1,12.0%,-9.5%,1.4%,19.7%,-12.5%,
COC(=O)Cn1ncc(N(C)Cc2ccccc2)c(Cl)c1=O,16.1%,1.0%,0.9%,-6.5%,-10.4%,
Fc1ccccc1CSc1ncnc2c1ncn2C1CCCCO1 (stereo unspecified),.,-0.4%,4.9%,.,.,
S=C(NCc1ccco1)N/N=C/c1ccccc1Cl,2.1%,-5.7%,3.9%,38.3%,-11.8%,
COc1ccc(COC(=O)CN2C(=O)NC3(CC(C)CC(C)(C)C3)C2=O)cc1F (stereo unspecified),-1.1%,-1.4%,0.9%,.,.,
O=C(CN(Cc1ccccc1)S(=O)(=O)c1ccc(Br)cc1)N/N=C/c1ccccc1C(=O)O,-4.9%,0.3%,3.7%,2.0%,6.7%,
Cc1cc(C(=O)CSc2nc(N)cc(=O)[nH]2)c(C)n1-c1ccc(OC(F)F)cc1,3.1%,2.7%,i,28.2%,2.0%,
O=C(N/N=C/c1cccc(Cl)c1)C(c1ccncc1)N1CCOCC1 (stereo unspecified),-4.0%,-0.1%,1.6%,-10.8%,13.8%,

# (further entries)
SMILES,H37Rv inhibition,H1N1 NS1A inhibition,VEEV TC-83 Vero,tuberculosis growth,PhoP GFP inhibition,others
CCC(C(=O)NC1CCCCC1)n1nc(C)c2c(C)n(-c3ccccc3)nc2c1=O (stereo unspecified),-2.5%,-2.9%,i,-1.9%,-8.8%,
Cc1ccc(C2NC(=O)NC(O)(C(F)(F)F)C2C(=O)c2ccccc2)o1 (stereo unspecified),-0.8%,-2.4%,0.7%,43.1%,0.2%,
CCOC(=O)C1=C(C(=O)OCC)N(CC)CCC1=O,.,0.1%,i,.,.,
CC(C)(C)c1ccc(S(=O)(=O)n2c(CN3CCOCC3)nc3ccccc32)cc1,-5.0%,0.9%,2.7%,23.4%,-12.7%,
Cc1cccc(-c2ccc(C=Nc3c(C)n(C)n(-c4ccccc4)c3=O)o2)c1,48.7%,11.9%,0.0%,64.8%,4.2%,
Cc1ccc2nc(-c3cccc(NC(=O)c4ccc5c(c4)OCCO5)c3)oc2c1,?,4.2%,i,1.2%,15.2%,
COC(=O)CCC(=O)OC1(C)C(=O)C2=CN(Cc3ccc(OC)cc3)C(c3ccc(OC)cc3)=CC2=C(Br)C1=O (stereo unspecified),1.1%,4.6%,1.0%,36.0%,5.0%,
O=C(CN1CCc2ccccc21)Nc1ccc2c(c1)OCCCO2,4.0%,5.7%,7.7%,25.0%,.,
CC(C)(C)N=C1NN=C(c2ccc(S(=O)(=O)N3CCCCC3)cc2)CS1,-1.0%,-4.2%,6.0%,7.9%,7.7%,
Cn1c(=O)c2c(O)c(C=Nc3ccc(F)cc3)c(=O)n(C)c2n(C)c1=O,0.0%,.,.,-21.3%,14.8%,
CCOC(=O)c1ccccc1NC(=S)N1CC(C)CC(C)C1 (stereo unspecified),-1.8%,6.9%,0.3%,11.2%,-5.0%,
Cc1cc(NCCCn2ccnc2)n2nc(C)c(-c3ccc(Cl)cc3)c2n1,?,-21.4%,i,.,5.4%,
Cc1cc(C)cc(NC(=O)C2CCN(c3nc(C)cc(C)n3)CC2)c1,-0.8%,1.5%,0.8%,-3.8%,-5.3%,
COc1ccc(NS(=O)(=O)c2cccc3nsnc23)cc1OC,-4.1%,-2.4%,1.2%,-1.6%,-6.6%,
OC(c1nnc(-c2ccccc2)o1)c1cccs1 (stereo unspecified),-5.0%,-15.6%,1.4%,62.5%,18.6%,
O=C(CCSc1ccccc1)Nc1ncccn1,2.3%,-2.6%,0.4%,7.7%,4.5%,
CC(C)CN(C(=O)C1CCC1)c1c(N)n(Cc2ccccc2)c(=O)[nH]c1=O,0.1%,-3.5%,0.6%,3.3%,.,
CCOc1cc(/C=C2\C(=O)N(c3ccc(C(N)=O)cc3)N=C2C)ccc1OC(=O)c1cccs1,?,-10.1%,i,?,1.4%,
CCOC(=O)CNC(=O)c1sc(NC(=O)/C=C/c2ccccc2)nc1C,-14.8%,-0.7%,1.4%,-9.3%,19.9%,
CC(Sc1ccccc1)C(=O)N(CCC#N)Cc1cccnc1 (stereo unspecified),-2.4%,-7.7%,1.6%,-3.6%,-4.6%,
C[C@]12c3[nH]c4ccccc4c3CCN1C(=O)C(CC(=O)NCCc1ccccn1)C[C@@H]2C(=O)N1CCOCC1 (stereo partly specified),0.3%,-16.5%,0.7%,-2.7%,.,
COC(=O)[C@]1(Cc2ccccc2)N[C@H](CN(C)C(=O)c2ccccc2)[C@@H]2C(=O)N(Cc3ccccc3)C(=O)[C@@H]21,-5.5%,19.4%,i,46.2%,.,
O=C(NC1CC1)C1=C[C@@H](c2ccc3c(c2)OCO3)C[C@@H](OCCCCO)O1,-4.9%,1.1%,0.5%,0.8%,-1.7%,
CCOC(=O)C1CCN(C(=O)c2ccccc2NS(=O)(=O)c2cc(C)ccc2C)CC1,3.8%,2.9%,0.1%,16.7%,-0.5%,
COc1ccc(N2C(=O)CC(N3CCN(C4CCc5ccccc5C4)CC3)C2=O)cc1 (stereo unspecified),-0.8%,-0.4%,3.8%,8.0%,-9.5%,
COc1cc(NC(=O)CCc2nnc3ccc(N4CCOCC4)nn23)cc(OC)c1OC,1.8%,0.2%,0.7%,-8.3%,5.8%,
CC(OC(=O)C1=NN(c2ccccc2)C(=O)CC1)C(=O)NC1CCCCC1C (stereo unspecified),4.7%,-8.3%,1.3%,10.9%,.,
CCc1noc(C)c1C(=O)N1CCN(S(=O)(=O)c2cc(C)ccc2C)CC1,0.1%,-8.6%,3.4%,4.8%,4.5%,
COc1cccc(C(c2sc3nc(C)nn3c2O)N2CCN(c3ccccc3F)CC2)c1 (stereo unspecified),-3.9%,-1.7%,4.8%,26.5%,7.2%,
COc1ncccc1C(=O)N1CCCC(N2CCN(c3ccc(F)cc3)CC2)C1 (stereo unspecified),7.7%,-15.7%,1.8%,2.2%,-2.0%,
Cc1ccc(C23CC4CC(CC(C(=O)NN)(C4)C2)C3)cc1,0.9%,3.7%,2.2%,-2.8%,7.2%,
COc1ccccc1C(=O)COC(=O)c1cccs1,10.1%,-22.6%,0.5%,69.0%,.,
O=C1C=C(c2ccccc2)CC(c2cccs2)C1n1cnc([N+](=O)[O-])c1 (stereo unspecified),-2.2%,0.8%,5.0%,18.8%,2.8%,
OCCC1CN(Cc2nc(-c3ccccc3)cs2)CCN1CCc1ccccc1 (stereo unspecified),5.0%,-130.0%,0.6%,10.1%,-0.3%,
